Source: PubChem
KAT2A inh – blocks human GCN5L2 histone acetyltransferase | GCN5L2 HAT assay, ThioGlo1 CoA-SH fluorescence | 390,000 tested, 0.21% active | Potency, µM (series often up to 58.9 µM), without a hit: at the top dose activity change, negative = inhibition, hits mostly inhibitors
Target sequence (Q92830 whole entry, looked up): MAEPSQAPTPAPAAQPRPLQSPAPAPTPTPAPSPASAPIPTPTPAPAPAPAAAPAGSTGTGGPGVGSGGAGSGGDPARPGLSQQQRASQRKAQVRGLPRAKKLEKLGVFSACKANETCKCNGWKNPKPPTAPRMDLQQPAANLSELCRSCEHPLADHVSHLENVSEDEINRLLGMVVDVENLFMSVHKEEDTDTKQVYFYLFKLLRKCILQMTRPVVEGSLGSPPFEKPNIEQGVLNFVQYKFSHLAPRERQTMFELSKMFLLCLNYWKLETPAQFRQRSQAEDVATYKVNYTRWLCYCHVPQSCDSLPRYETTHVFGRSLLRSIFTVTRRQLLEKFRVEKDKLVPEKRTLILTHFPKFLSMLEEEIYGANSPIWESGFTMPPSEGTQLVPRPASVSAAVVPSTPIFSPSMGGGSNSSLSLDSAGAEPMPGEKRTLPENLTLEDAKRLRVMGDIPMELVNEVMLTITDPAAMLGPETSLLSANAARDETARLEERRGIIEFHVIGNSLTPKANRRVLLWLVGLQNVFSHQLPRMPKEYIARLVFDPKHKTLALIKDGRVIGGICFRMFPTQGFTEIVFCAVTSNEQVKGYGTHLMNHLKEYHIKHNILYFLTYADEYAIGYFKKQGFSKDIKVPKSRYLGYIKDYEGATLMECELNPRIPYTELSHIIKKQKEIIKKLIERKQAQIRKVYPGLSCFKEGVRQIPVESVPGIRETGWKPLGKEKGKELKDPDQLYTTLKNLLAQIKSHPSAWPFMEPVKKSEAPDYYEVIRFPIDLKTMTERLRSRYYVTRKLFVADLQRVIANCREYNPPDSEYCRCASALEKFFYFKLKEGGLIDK
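qHTS, 1536-well. 20nM enzyme, pH 7.5 HEPES/EDTA/Tween-20 buffer; 15 min compound preinc., RT. Start: 75uM H3(1-25), 70uM AcCoA, 50uM ThioGlo1. Read Ex340/Em540 at t=0 (autofluorescence flag) and t=20 min.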
TDP1 cell CPT – growth inhibition of DT40 Tdp1-/-;hTDP1 cells with camptothecin (screen for TDP1 inhibitors); chicken DT40 Tdp1-/-;hTDP1 cells + 20 nM CPT, ATP luminescence, 48 h; Potency, µM (series often up to 46.2 µM), inactives show top-dose activity change, negative = growth inhibition, most hits filed as inhibitors; 420,000 tested, 12% active; further: nearly all actives have a fitted effect of over 55% in size
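Cell growth measured by CellTiter-Glo luminescence after a minimum 48 h, 37 C compound exposure with 20 nM CPT in Tdp1-knockout DT40 cells stably expressing hTDP1, seeded 400/well; qHTS titration format.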
TDP1 cell noCPT – qHTS for Inhibitors of human tyrosyl-DNA phosphodiesterase 1 (TDP1): qHTS in cells in absence of CPT; Potency, µM (series often up to 46.2 µM), without a hit: at the top dose activity change, negative = growth inhibition, most hits filed as inhibitors; DT40 Tdp1-/- hTDP1 cells, no CPT, ATP luminescence, 48 h; 420,000 tested, 15% active; AID 686978, 2013; further: nearly all actives have a fitted effect of over 55% in size
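Cells were dispensed at 400 per well, compounds added by pin tool, plates incubated ≥48 hr at 37 °C, then CellTiter-Glo added for 30 min at room temperature before luminescence reading. Line: DT40 Tdp1-/- complemented with hTDP1; camptothecin omitted.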
* hit, by the source's call; u = inconclusive; x = not tested or not shown; & = joins results of further samples; ! = not active in a repeat; [ ] = another dose, or the depositor's remark. The call rests on the fitted dose curve; in most records, active means well fitted curve in the direction sought with a large enough effect; inconclusive means small, poorly fitted or top-dose-only effect, or another doubt; inactive means no such curve, though single readings can be large; an effect the other way counts as inactive or inconclusive. On the % scale 0 is the no-effect control and ±100 the full control effect; potency means the concentration at half of the fitted maximal effect.

SMILES | KAT2A inh | TDP1 cell CPT | TDP1 cell noCPT
COc1cc(OC)cc(C(=O)Nc2nnc(SCC(=O)NCC3CCCO3)s2)c1 (stereo not given) | 0% | -20% | 5%
COc1ccc(/C=C(\NC(=O)c2ccc(OC)cc2)C(=O)Nc2ccc(C(=O)O)cc2)cc1 | -27% | 20% | 18%
CN(NC1CC(=O)N(c2ccccc2)C1=O)c1ccccc1 (stereo not given) | -4% | u | u
CCn1c(/C=C/Nc2ccccc2)[n+](CC)c2cc(Cl)c(Cl)cc21 | -3% | 2.6µM* | 3.3µM*
CCN1CCN(c2ncnc3c2cnn3-c2ccc(C)cc2)CC1 | -6% | u | u
C/C=C/c1ccc(OCCCCOc2ccccc2C(C)=O)c(OC)c1 | -3% | 5% | 6%
CN1CCN(C(=O)C2=C[C@@H](c3coc4ccccc4c3=O)C[C@@H](OCc3ccc(CO)cc3)O2)CC1 | -5% | 2% | -8%
CCOCCn1ccc2c(OCC(=O)NCc3ccc(C)cc3)cccc2c1=O | -2% | -21% | -14%
NNC(=O)CSCc1nc(-c2ccc(Cl)cc2)cs1 | -2% | -22% | u
CC(C)(C)OC(=O)NCc1ccc(NC(=O)c2nc[nH]c2C(=O)NCCCCCCNC(=O)c2[nH]cnc2C(=O)Nc2ccc(CNC(=O)OC(C)(C)C)cc2)cc1 | -1% | 5.8µM* | 5.8µM*
CCOC(=O)c1ccc(NC(=O)COc2ccc(S(=O)(=O)NC(C)(C)C)cc2)cc1 | -2% | -5% | -4%
COc1ccc(CCNc2nc(C)c(C(C)=O)s2)cc1OC | u | u | u
Cc1c(C(=O)N2CCCC2)c(S(=O)(=O)N2CCCCC2)c(C)n1C | u | -3% | 18%
Cc1ccc([C@@H]2C[C@H]3[C@@H](CN2S(=O)(=O)c2ccc(C)cc2)C(=O)C[C@@H](c2ccc(Cl)cc2)N3S(=O)(=O)c2ccccc2C)cc1 | x | -11% | -11%
O=C(Nc1cccc(C(F)(F)F)c1)Nc1ccc2snnc2c1 | -18% | 3.7µM* | 5.2µM*
CCc1ccc(NC(=O)COCc2cc(-c3ccc(F)cc3)on2)cc1 | -4% | -12% | -10%
Nc1c(Cl)cc(-c2csc(N3CCCC3c3nc4cc(Cl)c(N5CCCCC5)cc4n3CCCO)n2)cc1Cl (stereo not given) | x | u | u
CC(C)(C)OC(=O)N1CCC(c2c(C(=O)NCC3CCN(C4CCCC4)C3)cnn2-c2ccccc2Cl)CC1 (stereo not given) | -5% | u | u
CCn1cc(C(=O)N2CCCC(C(=O)c3cccc(C(F)(F)F)c3)C2)cn1 (stereo not given) | x | u | u
CCn1c(C)csc1=NC(=O)c1ccccc1 | -7% | -1% | -14%
COc1cccc(NS(=O)(=O)c2ccc3[nH]cc(C(=O)N(C)Cc4ccco4)c(=O)c3c2)c1 | -5%&0% | 23µM*! | 23µM*!
Cc1cccc(N2CCN(Cc3ccc([N+](=O)[O-])o3)CC2)c1C | -8% | -26% | -23%
COC1=C[C@@H](C)C2CC3OC(=O)C[C@H]4C(C)=C(OC)C(=O)C([C@@]2(C)C1=O)[C@@]34C (stereo not given in full) | x | -12%[9.04 µM] | -2%[9.04 µM]
CCN(CC)C(=O)Cn1cc(S(=O)(=O)CC(=O)Nc2ccc(F)cc2F)c2ccccc21 | -27% | -23% | -2%
COCCCNCC(O)COc1cccc2[nH]c(C)cc12 (stereo not given) | -1% | -26% | 3%
Cc1ccc(S(=O)(=O)N2CCC(C(=O)NCCCN3CCOCC3)CC2)cc1C | -14% | 7% | -9%
Cc1cc(C(=O)COc2ccccc2C(N)=O)c(C)n1C | -1% | -7% | u
CS(=O)(=O)Nc1ccccc1C(=O)NC1CC2CCC1C2 (stereo not given) | -11% | 2% | -14%
O=C1NC[C@H](Cc2ccccc2)N(CC2CCN(CCC34CC5CC(CC(C5)C3)C4)CC2)C1=O | x | 21µM* | u
O=C(Nc1nnc(Cc2ccc(Cl)cc2)s1)C1CCN(C(=O)c2ccco2)CC1 | x | u | u
Cc1c(C)n(Cc2ccccc2)c2ccc(C(=O)N3CCN(c4ccccc4)CC3)cc12 | -9% | u | u
COc1cccc(NC(=O)Cn2c(=O)n(CCCCC(=O)NCCc3ccccc3)c(=O)c3ccccc32)c1 | 0% | u | u
COc1ccc(N2CCN(S(=O)(=O)CC34CCC(CC3=O)C4(C)C)CC2)cc1 (stereo not given) | -11% | -28% | 3%
CCOC(=O)c1c(C=O)c(C)n(Cc2ccc(C)cc2)c1C | -14% | u | 23µM*
COc1ccc(S(=O)(=O)Nc2c(NC3CCCCC3)c3ccccc3oc2=O)cc1 | -22% | u | -23%
COc1ccc(NC(=O)CSc2nncs2)cc1S(=O)(=O)N1CCCCC1 | -6% | -20% | 5%
O=S(=O)(c1ccc(S(=O)(=O)N2CCOCC2)cc1)N1CCCC1 | -2% | 7% | -5%
O=S(=O)(Nc1cccc(-c2ccc(N3CCOCC3)nn2)c1)c1ccc(F)c(C(F)(F)F)c1 | -6% | u | u
COC(=O)c1ccc(COC(=O)[C@@H]2CC(O)CN2S(=O)(=O)c2ccccc2[N+](=O)[O-])cc1 (stereo not given in full) | -12% | -12% | -16%
CC(OC(=O)CCCN=C1NS(=O)(=O)c2ccccc21)C(=O)N(C)c1ccccc1 (stereo not given) | -1% | -6% | u
O=S(=O)(Nc1ncccc1O)c1ccc(Cl)cc1 | -16% | u | u
CCOc1ccc(S(=O)(=O)N2CCC(C(=O)N3CCOCC3)CC2)cc1Cl | -2% | u | u
Cc1nc(-c2ccc([N+](=O)[O-])cc2)sc1C(=O)O | -10% | -29% | -24%
CCn1c(CN2CCN(C)CC2)nc2cc(NC(=O)c3ccc([N+](=O)[O-])cc3)ccc21 | -5% | -9% | -11%
CCN(CC)S(=O)(=O)c1ccc(NC(=O)[C@H](CSCc2ccccc2)N2Cc3ccccc3C2=O)cc1 | -6% | 21µM* | u
Cc1ccc(N2CCN(C(=O)c3c(C)oc4ncnc(N5CCOCC5)c34)CC2)c(C)c1 | 25% | u | -27%
Cc1cc(C(=O)Cn2cc([N+](=O)[O-])ccc2=O)c(C)n1CC1CCCO1 (stereo not given) | 2% | -15% | 2%
CSC1=NCCN1S(=O)(=O)c1ccc(Cl)cc1 | -9% | 11% | 7%
CC1CCCC(C)N1C(=O)c1ccc2c(c1)S(=O)(=O)c1ccccc1C2=O (stereo not given) | -6% | 3% | u
COC(=O)[C@@H]1C[C@H]2CC[C@H](O)C[C@H]2N1Cc1ccc(C)s1 | -6% | -13% | 7%
CCOC(=O)c1c(N)sc2c(NC(C)=O)cccc12 | -3% | 7% | 0%
Nn1cnnc1SCC(=O)Nc1ccc2c(c1)OCO2 | -12% | 7% | 2%
CC(=O)Nc1cccc(/C(C)=N/NC(=O)c2cccc(S(=O)(=O)N3CCCC3)c2)c1 | x | -27% | u
Cc1cc(=O)[nH]c(N/N=C/c2ccc(OC(=O)c3cccnc3)cc2)n1 | -2% | 1% | -10%
Cc1ccccc1OCC(=O)NC(=S)Nc1cccc2cc(O)ccc12 | -10% | u | -2%
CC(=O)N1CC(C)c2scc(C)[n+]2-c2ccccc21 (stereo not given) | 0% | -11% | u
Cc1occc1C(=O)N1CCN(S(C)(=O)=O)CC1 | -6% | u | -4%
COc1ccc(-n2c(C)nc(N)c2C(=O)c2ccccc2)cc1 | -6% | 2% | -29%
CCc1ccc(Nc2cnn(-c3nc4ccccc4s3)c(=O)c2Cl)cc1 | -10% | u | u
Nc1cccnc1Sc1ccc(Cl)cc1 | -12% | -27% | -6%

Sorted by molar mass (highest first): 19 of the compounds above
SMILES | KAT2A inh | TDP1 cell CPT | TDP1 cell noCPT
CCN(CC)S(=O)(=O)c1ccc(NC(=O)[C@H](CSCc2ccccc2)N2Cc3ccccc3C2=O)cc1 | -6% | 21µM* | u
Cc1ccc(N2CCN(C(=O)c3c(C)oc4ncnc(N5CCOCC5)c34)CC2)c(C)c1 | 25% | u | -27%
CC(=O)Nc1cccc(/C(C)=N/NC(=O)c2cccc(S(=O)(=O)N3CCCC3)c2)c1 | x | -27% | u
CCn1c(CN2CCN(C)CC2)nc2cc(NC(=O)c3ccc([N+](=O)[O-])cc3)ccc21 | -5% | -9% | -11%
CCOc1ccc(S(=O)(=O)N2CCC(C(=O)N3CCOCC3)CC2)cc1Cl | -2% | u | u
CCc1ccc(Nc2cnn(-c3nc4ccccc4s3)c(=O)c2Cl)cc1 | -10% | u | u
Cc1ccccc1OCC(=O)NC(=S)Nc1cccc2cc(O)ccc12 | -10% | u | -2%
Cc1cc(C(=O)Cn2cc([N+](=O)[O-])ccc2=O)c(C)n1CC1CCCO1 (stereo not given) | 2% | -15% | 2%
Cc1cc(=O)[nH]c(N/N=C/c2ccc(OC(=O)c3cccnc3)cc2)n1 | -2% | 1% | -10%
COC(=O)[C@@H]1C[C@H]2CC[C@H](O)C[C@H]2N1Cc1ccc(C)s1 | -6% | -13% | 7%
COc1ccc(-n2c(C)nc(N)c2C(=O)c2ccccc2)cc1 | -6% | 2% | -29%
Nn1cnnc1SCC(=O)Nc1ccc2c(c1)OCO2 | -12% | 7% | 2%
CSC1=NCCN1S(=O)(=O)c1ccc(Cl)cc1 | -9% | 11% | 7%
O=S(=O)(Nc1ncccc1O)c1ccc(Cl)cc1 | -16% | u | u
CCOC(=O)c1c(N)sc2c(NC(C)=O)cccc12 | -3% | 7% | 0%
CC(=O)N1CC(C)c2scc(C)[n+]2-c2ccccc21 (stereo not given) | 0% | -11% | u
Cc1occc1C(=O)N1CCN(S(C)(=O)=O)CC1 | -6% | u | -4%
Cc1nc(-c2ccc([N+](=O)[O-])cc2)sc1C(=O)O | -10% | -29% | -24%
Nc1cccnc1Sc1ccc(Cl)cc1 | -12% | -27% | -6%

(continued)
SMILES | KAT2A inh | TDP1 cell CPT | TDP1 cell noCPT
Cn1c(=O)[nH]c(=O)c2c1nc(N)n2Cc1ccccc1 | -2% | 46%[activator] | 16%
O=C1c2cccc(NCCNCCO)c2C(=O)c2cccc(NCCNCCO)c21 | x | 0.37µM* | 0.73µM*
CCn1nc(C)c(/C=N\NC(=O)c2ccc3c(c2)OCO3)c1C | -4% | 0% | -3%
Cn1cnc2nc[nH]c2c1=S | x | 3% | -4%
COc1cc(NC(=O)CSc2ncnc3sc4c(c23)CCC(C)C4)c(C(=O)O)cc1OC (stereo not given) | -27% | -1% | -14%
COC1OC2COC(c3ccccc3)OC2C(O)C1N (stereo not given) | x | 4% | -8%
CC(C)CC1c2[nH]c3ccccc3c2CCN1C(=O)CCC(=O)N(C)C (stereo not given) | -4% | -2% | u
O=C(CCCN1C(=O)c2cccc3cccc(c23)C1=O)NCc1cccnc1 | -3% | -3% | 4%
CCc1nonc1NC(=O)c1oc2ccccc2c1C | -9%&-2% | -3%&-26% | u
COc1ccc(NC(=O)CSc2nnc(NC(=O)c3ccco3)s2)cc1OC | -14% | 1% | -3%
Cc1ccc(NC(=O)CN2CCc3cc4c(cc3C2C)OCCCO4)cc1 (stereo not given) | 0% | u | u
CCSC1=C(C#N)C(c2ccccc2Cl)CC(=O)N1 (stereo not given) | 1% | u | u
COC(=O)c1ccc(NC(=S)N2CCN(Cc3cccc(C)c3)CC2)cc1 | -3% | -3% | -11%
Cc1ccc(-c2nnn(CC(=O)N(CCO)C(C(=O)NC3CCCC3)c3ccc(F)cc3)n2)o1 (stereo not given) | -4% | 0% | -6%
NCCSc1nc2ccccc2s1 | x | u | 11µM*
Cc1ccccc1OCCSc1nc2ccccc2n1CCC(=O)O | u | -1% | -10%
O=C(COC(=O)C1CCC1)NC(=O)c1ccccc1 | -5% | 15% | 16%
Nc1nc2ccccc2n1CCOc1ccc(F)cc1 | 1% | u | 23µM*
CC(NC(=O)CSc1ncccn1)c1ccc(Cl)cc1Cl (stereo not given) | 0% | -5% | u
O=S(=O)(Nc1nccs1)c1cc(Cl)ccc1Cl | -6% | -12% | -16%
c1ccc2c(c1)COc1c3cc4c(cc3nn1-2)OCO4 | x | u | u
O=C(N/N=C/c1cc2cc3c(cc2nc1Cl)OCCO3)c1ccccc1O | -15% | u | u
CC(=O)Nc1cc(NC(C)=O)cc(-c2nc3ccccc3[nH]2)c1 | -4%&-10% | 8.2µM*! | 5.8µM*!
